Bioassay records: PubChem, National Center for Advancing Translational Sciences (NCATS)
Lipid storage S3 – qHTS Assay for Lipid Storage Modulators in Drosophila S3 Cells | Drosophila S3 cells, BODIPY lipid droplet fluorescence, 18-24 h; cells fed with added oleic acid | lipid storage change, negative = inhibition, % at the top dose, mostly 46.1 µM; hits show Potency in µM | actives 0.64% (n = 320,000); active means well fitted inhibition curve with a large enough effect in the signal ratio, with a control signal flat, not every such curve was filed as active; inconclusive means small, poorly fitted or top-dose-only effect, or effect the other way, or a change in a side signal; the % refers to the signal ratio
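Laser-scanning cytometry quantifies lipid droplet accumulation (500–530 nm total intensity; droplet/cell object ratio) in oleic acid-fed (400 uM added) Drosophila S3 cells treated with a concentration series. 20 uM Triacsin C defined 100% inhibition.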
Lipid storage S3 cell count max – further read-out of Lipid storage S3, marked with its call; cell number change, %; measured here: cell count max response;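 cells counted by Cell Tracker Red CMTPX staining in the red channel; peak over a dose series mostly up to 46.1 µM; percent activity relative to internal control wells on each plate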
An asterisk follows results filed as active; i = inactive; ? = inconclusive; . = no result given. On the % scale 0 is the no-effect control and ±100 the full control effect; potency means the concentration at half of the fitted maximal effect. These rows are one share of the data. The share of hits here may be higher or lower than overall.

SMILES	Lipid storage S3	Lipid storage S3 cell count max
COc1cccc(/C=C2\SC(=O)N(CC(=O)NCCCn3ccnc3)C2=O)c1	i	22.9
Nc1ccc(-c2nc3cc(N)ccc3s2)cc1	-24.5%	-16.7
CC(=O)NNS(=O)(=O)c1ccc(-c2cc(C(F)(F)F)n(C)n2)s1	1.2%	8.6
COc1ccccc1CNC(=O)CNC(=O)c1cn(-c2ccccc2OC)c(=O)c2ccccc12	?	.
O=C(O)CCNc1cc(N2CCN(C(=O)c3ccco3)CC2)c2noc3c2c1C(=O)c1ccccc1-3	?	.
Fc1ccc(N/N=C/c2cccnc2)c(F)c1	?	.
COc1ccccc1NC(=O)CSc1nnnn1-c1ccccc1OC	?	.
Cc1ccn2cc(CSc3ccccc3)nc2c1	i	8.1
CC1CCN(C(=O)c2scc3c2OCCO3)CC1	-1.2%	-1.4
CC(=O)NNc1cc(=O)c2c(=O)n(C)c(=O)n(C)c2[nH]1	3.3%	15.5
O=C(C(=O)N1CCCc2ccccc21)N1CCCc2ccccc21	?	.
Cc1cc(Br)cc2c(C(=O)Nc3c(C)n(C)n(-c4ccccc4)c3=O)cc(-c3cccs3)nc12	?	.
CCc1ccc2nc(NC(=O)CSCc3c(C)noc3C)sc2c1	-16.5%	-14.7
COc1cccc(N(C(=O)C2COc3ccccc3O2)C(C(=O)NC2CCCCC2)c2ccc(O)cc2)c1 (stereo not drawn)	-3.6%	1.8
O=C(NC(=Nc1nc2ccccc2o1)NC(=O)c1ccccc1)c1ccccc1	?	.
CCN1CCc2c(sc(NC(=O)Cc3ccccc3)c2C(N)=O)C1	-10.8%	-13.5
COc1ccc(/C=C2\SC(=S)N(CC(=O)NNC(=O)c3ccncc3)C2=O)cc1	?	.
COc1ccc(NC(=O)CN(C)C(=O)/C=C/c2ccc(OCc3ccccc3)cc2)cc1	0.731µM*	-11.8*
Cc1ccc(NC(=O)NCCSc2ccc(C)cc2)cc1	?	.
CCCNC(=O)CCC(NS(=O)(=O)c1ccc(C)cc1)C(=O)NCCC (stereo not drawn)	-8.8%	12.6
Cc1cccc(C)c1NC(=O)Cn1cc(C=O)c2ccccc21	?	.
COc1cccc(COC(=O)c2ccc3c(c2)NC(=O)C(C)S3)c1OC (stereo not drawn)	3.26µM*	.
O=C(NCC1COCCO1)c1cc(COc2c(F)cccc2F)on1 (stereo not drawn)	-7.5%	6.6
CCC(=O)Nc1ccc(Cl)c(NC(=S)NC(=O)COc2ccc(Cl)cc2)c1	i	0.3
CCOc1ccc(CC(=O)NNC(=S)NC)cc1	13.1%	22.8

Some of the entries so far, with the structure last.
Lipid storage S3,Lipid storage S3 cell count max,SMILES
3.26µM*,.,COc1cccc(COC(=O)c2ccc3c(c2)NC(=O)C(C)S3)c1OC (stereo not drawn)
?,.,Fc1ccc(N/N=C/c2cccnc2)c(F)c1

Reformatted with values under each structure: part of the list above.
Second line of a record: Lipid storage S3 | Lipid storage S3 cell count max
> CCc1ccc2nc(NC(=O)CSCc3c(C)noc3C)sc2c1
  -16.5% | -14.7
> COc1ccc(NC(=O)CN(C)C(=O)/C=C/c2ccc(OCc3ccccc3)cc2)cc1
  0.731µM* | -11.8*
> CC(=O)NNS(=O)(=O)c1ccc(-c2cc(C(F)(F)F)n(C)n2)s1
  1.2% | 8.6

(continued)
SMILES	Lipid storage S3	Lipid storage S3 cell count max
COc1ccc(NC(=O)Cn2cnc3c(cnn3-c3ccc(C)c(C)c3)c2=O)c(OC)c1	?	.
CCCCNC(=S)Nc1cccc(S(=O)(=O)NC2=NCCC2)c1	?	.
Cc1ccc(OCC(=O)N2CCN(c3ccc([N+](=O)[O-])c(N4CCOCC4)c3)CC2)cc1	?	.
CC(=O)C(Sc1ccc2nnc(-c3ccncc3)n2n1)C(C)=O	10.9%	11.0
CCOC(=O)C1CCN(C(=O)CC2(CC(=O)O)CCCC2)CC1	?	.
COc1ccc(CCNC(=O)CSc2nc(C)nc3c2oc2ccccc23)cc1OC	14.1%	-0.2
CCN1CCN(CC(=O)Nc2ccc(C)cc2C)C(=O)C1=O	?	.
O=S(=O)(c1ccc(-c2csc(-c3cccnc3)n2)cc1)N1CCOCC1	11.1%	8.8
O=C(Nc1cc(C(F)(F)F)ccc1-n1cncn1)C1CC1	?	.
CNC(=O)CSCc1cnn(-c2ccccc2)c1-n1cccc1	?	.
CC1CCCC(NC(=O)COC(=O)c2ccc(N(C)C)cc2)C1C (stereo not drawn)	?	.
O=C(NC(Cc1c[nH]c2ccccc12)c1nnc2n1CCCCC2)c1cccs1 (stereo not drawn)	12.7%	0.7
O=C(Nc1ccc(NC(=O)C23CC4CC(CC(C4)C2)C3)cc1)c1cc(F)c(F)cc1Cl	-10.2%	-6.6
COc1cc(OC)c(-c2nnc(-c3ccc(OC)c(OC)c3OC)o2)cc1OC	?	.
O=C(O)CC12CC3CC(C1)CC(n1ncc(NCc4ccc(F)cc4)c(Cl)c1=O)(C3)C2	?	.
COc1cccc(-n2nnc3c(=O)n(Cc4c(F)cccc4Cl)cnc32)c1	10.6%	10.7
COc1ccc(-c2nn(CCC#N)cc2C(=O)Nc2cccc(C(=O)O)c2)cc1[N+](=O)[O-]	?	.
COC(=O)[C@@H]1C[C@@]2(O)[C@@H](O)[C@@H](O)[C@@H](O)C[C@H]2N1Cc1ccc(Cl)cc1	11.5%	10.4
CC(=O)Nc1ccc(S(=O)(=O)N2CCN(C(=O)c3cccnc3)CC2)cc1	?	.
COc1cccc(NC(=O)N2CCC(NC(=O)c3ccco3)CC2)c1	i	-4.0
CCOC(=O)C1CCN(C(=O)COc2ccc(Cl)cc2)CC1	4.0%	-8.6
O=C(Nc1ccccc1Cl)NC1(C(=O)NCc2cccnc2)CCCCC1	?	.
Cc1cc2c(cc1S(=O)(=O)N(C)c1ccccc1)NC(=O)CO2	-11.8%	-11.6
O=C(CN1C(=O)NC2(CCc3ccccc32)C1=O)c1ccc2c(c1)OCCO2 (stereo not drawn)	i	1.5
O=C(Nc1cccc(-n2cnnn2)c1)c1ccccc1Br	?	.

(continued)
SMILES	Lipid storage S3	Lipid storage S3 cell count max
CCCCC/C=C/C1=CC(=O)C[C@H](c2ccc(Cl)cc2)C1	?	.
CC(C)CN(/C=N/c1sc2c(c1C#N)CCCCC2)CC(C)C	i	.
COc1cccc(C(=O)NCc2ccc3c(c2)OCO3)c1	?	.
CCCCNC(=O)c1cc2c(=O)n3cccc(C)c3nc2n1C	?	.
COc1ccccc1-c1cn[nH]c1-c1ccc(O)cc1O	?	.
CCOCCn1ccc2c(OCC(=O)Nc3ccccc3OC)cccc2c1=O	?	.
Cc1ccc(CNC(=O)C(=O)NCC2OCCN2C(=O)c2cccs2)cc1 (stereo not drawn)	3.9%	3.8
CCOC(=O)CS(=O)(=O)c1ccc2ccccc2c1	?	.
O=C(NCc1nnc(SCC(=O)N2CCCC2)o1)c1ccccc1	-7.4%	8.7
CCN(c1ccccc1)S(=O)(=O)c1ccc(Cl)c(C(=O)N(CC2CCCO2)C2CCS(=O)(=O)C2)c1 (stereo not drawn)	-14.4%	-9.0
O=C(Nc1nc(-c2ccc(S(=O)(=O)N3CCCCCC3)cc2)cs1)c1ccccc1	-2.4%	6.5
COc1ccccc1N(C(=O)c1snc(C(N)=O)c1N)C(C(=O)NC1CCCC1)c1ccc(N(C)C)cc1 (stereo not drawn)	?	.
CC(=O)c1cccc(NC(=O)c2ccc3ccccc3c2)c1	?	.
COCCCNC(=O)c1ccc2c(c1)nc(C)n2-c1cccc(C)c1	8.3%	10.4
CCCCCCn1c(SCCN2CCOCC2)nc2c1c(=O)[nH]c(=O)n2C	1.6%	-15.7
C=CCn1c(=N)c(C#N)cc2c(=O)n3ccccc3nc21	8.7%	4.0
CCOC(=O)c1c(NC(=S)NC(=O)c2cnn(CC)c2)sc2c1CCC(C)C2 (stereo not drawn)	?	.
Cc1nn(C)c(C)c1S(=O)(=O)NCCc1ccc(Cl)cc1	8.0%	-11.3
Cc1cccnc1NC(=S)NCc1ccco1	?	.
Cc1nn(-c2ccccc2)nc1C(=O)Nc1ccc2[nH]ncc2c1	1.7%	10.5
CC(=O)Nc1ccc(C(=O)OCC(=O)c2ccc(S(=O)(=O)N3CCCCC3)cc2)cc1	?	.
CCC(C)C(=O)Nc1nnc(SCC(=O)Nc2ccccc2F)s1 (stereo not drawn)	?	.
COC(=O)[C@@H](NC(=O)Nc1ccc2c(c1)OCCO2)C(C)C	?	.
CCS(=O)CCSc1nc2ccccc2s1 (stereo not drawn)	-14.5%	-20.7
CNC(=O)c1sccc1S(=O)(=O)Cc1c(Cl)cccc1Cl	?	.

Continuation.
SMILES	Lipid storage S3	Lipid storage S3 cell count max
Cc1cccc(NC(=O)Cn2c(=O)n(CCc3c[nH]c4ccccc34)c(=O)c3cccnc32)c1	?	.
CC(NC(=S)NC1CCCCC1)C(c1cccs1)N1CCOCC1 (stereo not drawn)	?	.
N#CCCN(Cc1cccnc1)C(=S)Nc1ccccc1Cl	?	.
COc1cc(/C=N/N2CCCCC2)cc([N+](=O)[O-])c1O	?	.
CN(C)c1nc(N)nc(CSc2nc3cc(Cl)ccc3o2)n1	?	.
CN(C(=O)c1ccc(Br)o1)C1(C)CCS(=O)(=O)C1 (stereo not drawn)	-1.0%	22.0
Cn1c(SCC(=O)NCc2cccs2)nnc1-c1ccncc1	8.8%	10.8
COc1ccc(Nc2nc(N3CCOCC3)nc(N3CCOCC3)n2)cc1	22.0%	10.5
O=c1c2ccccc2nc(SCc2ccncc2)n1CC1CCCO1 (stereo not drawn)	?	.
O=C(NCCN1CCOCC1)C1CC(=O)N(c2cccc(C(F)(F)F)c2)C1 (stereo not drawn)	?	.
COc1cc(OC)cc(C(=O)N(CCCN2C(=O)c3cccc4cccc(c34)C2=O)c2cccc(OC)c2)c1	-3.9%	-9.4
O=C(O)CSc1nnc(-c2ccccc2)o1	7.4%	-3.3
CS(=O)(=O)N1CCc2cc(C(=O)N3CCN(c4cccc(Cl)c4)CC3)ccc21	?	.
N#Cc1c2c(c(N3CCN(CCO)CC3)n3c1nc1ccccc13)CCCC2	i	-6.9
COc1ccccc1/C=C/C(=O)N1CCOCC1	?	.
CCN(CC)c1ccc2cc(-c3nc(-c4ccc(OC)cc4)cs3)c(=O)oc2c1	?	.
CCCCn1c(N)c(N(CCC(C)C)C(=O)c2sc3nc4n(c(=O)c3c2C)CCC4)c(=O)[nH]c1=O	?	.
CN1CC2CCCC3(C1)C(=O)NC1(CCCCC1)N=C23 (stereo not drawn)	?	.
COc1ccc(NC(=O)C2CCCNC2)cc1OCC(C)C (stereo not drawn)	?	.
Cc1nccn1CC(=O)N/N=C/c1ccccc1O	?	.
CC1=C(NCCc2ccccc2)CCC1=O	?	.
CCn1c(=O)c(C(=O)CN2CC(C)OC(C)C2)c(N)n(Cc2ccccc2)c1=O (stereo not drawn)	1.7%	0.9
CCCCN(CCCC)CCNC(=O)c1cn(CC)c2ccc(S(=O)(=O)N3CCCC3)cc2c1=O	?	.
CN(c1ccccc1)C(c1ccc(F)cc1)c1nnnn1CC1CCCO1 (stereo not drawn)	i	.
Cc1ccc(OCC(=O)NNC(=O)C2CCCO2)c(C)c1 (stereo not drawn)	-4.7%	-0.3

Quoted at random: seven compounds from above.
SMILES	Lipid storage S3	Lipid storage S3 cell count max
Cc1nccn1CC(=O)N/N=C/c1ccccc1O	?	.
COc1ccc(NC(=O)C2CCCNC2)cc1OCC(C)C (stereo not drawn)	?	.
Cc1cccc(NC(=O)Cn2c(=O)n(CCc3c[nH]c4ccccc34)c(=O)c3cccnc32)c1	?	.
COc1cc(/C=N/N2CCCCC2)cc([N+](=O)[O-])c1O	?	.
N#Cc1c2c(c(N3CCN(CCO)CC3)n3c1nc1ccccc13)CCCC2	i	-6.9
CN1CC2CCCC3(C1)C(=O)NC1(CCCCC1)N=C23 (stereo not drawn)	?	.
Cn1c(SCC(=O)NCc2cccs2)nnc1-c1ccncc1	8.8%	10.8

New compounds follow.
SMILES	Lipid storage S3	Lipid storage S3 cell count max
CC(Oc1ccc2c3c(c(=O)oc2c1)CCC3)C(=O)N[C@@H](Cc1ccccc1)C(=O)O (stereo partly drawn)	-3.2%	-5.7
COC(=O)C(Oc1ccc2c(-c3ccc(OC)cc3)cc(=O)oc2c1)c1ccccc1 (stereo not drawn)	5.8%	1.0
COc1ccc(Cl)cc1NS(=O)(=O)c1cccc(C(=O)N2CC(C)OC(C)C2)c1 (stereo not drawn)	?	.
O=C(NCCc1ccccc1)C1CCCN(S(=O)(=O)c2cnc[nH]2)C1 (stereo not drawn)	-0.2%	0.6
CC(C)OP(=O)(OC(C)C)C(NC(=O)c1ccc(Br)cc1)c1ccccc1 (stereo not drawn)	-9.4%	-1.6
CCn1cc(SCC(N)=O)c2ccccc21	?	.
Nc1nnc(-c2ccccc2)s1	?	.
CCCCCn1c(CN2CCN(c3cccc(Cl)c3)CC2)nc2c1c(=O)n(C)c(=O)n2C	?	.
CC(=O)NC(c1cc(Cl)c2cccnc2c1O)C1CC1 (stereo not drawn)	?	.
COc1ccc(/C=C/C(=O)c2ccc3c(c2)OCCO3)cc1[N+](=O)[O-]	?	.
Cc1cc(C(=O)COC(=O)c2ccc[nH]c2=O)c(C)n1-c1ccccc1	?	.
CC(NC(=O)C1CCN(C(=O)c2ccc(F)cc2)CC1)c1ccc(-n2ccnc2)cc1 (stereo not drawn)	4.4%	3.7
CC1CCCN(c2c3c(nc4ccccc24)CCCC3)C1 (stereo not drawn)	5.3%	22.0
